# Screening data as filed in PubChem BioAssay.
# A3A deaminase – inhibitors of human APOBEC3A DNA deaminase; inhibition, % at 20 µM; AID 493011; 330,000 tested, 0.41% active; recombinant A3A, FAM/TAMRA ssDNA deamination fluorescence;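 active means at least 40% inhibition at 20 µM here, with at most 30% in a related deaminase screen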;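 further: plate controls were A3A with DMSO for no effect and wells lacking A3A enzyme for full effect; some results filed as inactive read as strong as hits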
# mIAP act – increases mouse intestinal alkaline phosphatase activity; activation factor at 10 µM; 330,000 tested, 0.24% active; muIAP, CDP-Star luminescence, 30 min; stronger effect = higher value; 1 = vehicle-only enzyme signal, 0 = enzyme-free wells;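 active means activation factor of at least 2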; further: the source names both 10 and 20 µM as test concentration; values of inactives mirror those of a sister screen read the other way
#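 also added = chemiluminescent substrate CDP-Star | test system = mouse IAP enzyme | signal = chemiluminescence readout | compound = DMSO-dissolved test compounds | incubation = 30 min at room temperature | benchmarks = DMSO wells, no-enzyme wells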
# TIM10 inh – inhibits growth of TIM10 yeast strain | AID 463195 | S. cerevisiae TIM10 strain growth, BacTiter-Glo luminescence, 24 h | 330,000 tested, 1.4% active | inhibition, % at 10 µM;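 active means inhibition of 40% or more at the single tested concentration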;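 further: wild-type TIM10 isogenic control strain grown at permissive 25 °C; 0% = DMSO yeast wells and 100% = minimal medium wells without yeast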
# tim10-1 inh – tim10-1 yeast growth inhibition; S. cerevisiae tim10-1 ts strain growth, BacTiter-Glo, 24 h; inhibition, % at 20 µM; 330,000 tested, 2.2% active; AID 463190;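 active means inhibition of at least 40%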;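 further: mutant grown at 25 °C; 0% = DMSO wells with yeast and 100% = wells holding no yeast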
# mIAP inh – blocks mouse intestinal alkaline phosphatase; purified mouse IAP, CDP-Star luminescence, 30 min; inhibition, % at 10 µM; 330,000 tested, 0.2% active;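 active means inhibition of at least 40% at 10 µM in the primary screen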;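 further: plate controls were DMSO with enzyme for no effect and no enzyme wells for full effect; values of inactives mirror those of a sister screen read the other way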
# beta cell repl – MIN6 beta-cell proliferation induction; proliferation, % at 10 µM; MIN6 cells proliferation, ATPlite luminescence, 48 h; cells starved in 0.2% serum; 100% = growth in 10% serum; AID 2380; 330,000 tested, 0.29% active;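 active means compounds whose signal lies at least 3.5 SD above the mean of all wells on their plate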;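 further: 0% = DMSO-treated cells in low-serum medium and 100% = 10% serum control; some compounds called inactive have numbers as strong as hits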
# hIAP inh – blocks human intestinal alkaline phosphatase. 330,000 tested, 0.12% active. purified IAP, CDP-Star luminescence, 30 min. P09923. AID 2544. inhibition, % at 10 µM;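 active means inhibition reaching a set limit with compound at 10 µM in the primary screen, cut at about 35% in these data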;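 further: plate controls were DMSO wells with enzyme for no effect and no-enzyme buffer wells for full effect; values of inactives mirror those of a sister screen read the other way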
# Target sequence (P09923 whole entry, looked up): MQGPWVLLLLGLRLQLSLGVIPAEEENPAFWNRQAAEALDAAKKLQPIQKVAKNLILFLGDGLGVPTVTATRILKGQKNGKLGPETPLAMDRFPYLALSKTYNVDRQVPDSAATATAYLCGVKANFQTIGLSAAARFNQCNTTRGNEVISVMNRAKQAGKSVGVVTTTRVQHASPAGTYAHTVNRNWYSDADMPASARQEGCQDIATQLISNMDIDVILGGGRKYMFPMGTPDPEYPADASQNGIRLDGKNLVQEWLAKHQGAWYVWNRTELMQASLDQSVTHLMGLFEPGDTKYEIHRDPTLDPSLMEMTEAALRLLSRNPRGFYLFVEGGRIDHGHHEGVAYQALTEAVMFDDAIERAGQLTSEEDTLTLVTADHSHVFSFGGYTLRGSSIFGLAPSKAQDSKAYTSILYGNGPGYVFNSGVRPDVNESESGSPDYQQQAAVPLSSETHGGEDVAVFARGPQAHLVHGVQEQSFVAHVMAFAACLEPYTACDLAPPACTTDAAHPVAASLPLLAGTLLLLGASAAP
# NALP3 yeast inh – blocks the NALP3 inflammasome reconstituted in yeast. AID 2825. 330,000 tested, 0.39% active. inhibition, % at 10 µM. Yeast reconstituted NLRP3/ASC/caspase-1, beta-gal luminescence, 24 h;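 active means inhibition of 50% or more; inactive means inhibition below 50%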;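 further: plate controls were induced DMSO wells for no effect and uninduced yeast grown without galactose for full effect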
# A3G deaminase – APOBEC3G (human) deaminase inhibition; 330,000 tested, 0.28% active; Q9HC16; recombinant A3G, ssDNA deamination FAM/TAMRA fluorescence; inhibition, % at 20 µM;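 active means inhibition of at least 40% at 20 µM, with no more than 30% in the related APOBEC3A deaminase screen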;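 further: plate controls were DMSO wells with A3G for no effect and wells lacking A3G enzyme for full effect; some compounds called inactive have numbers as strong as hits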
# Target sequence (Q9HC16 whole entry, looked up): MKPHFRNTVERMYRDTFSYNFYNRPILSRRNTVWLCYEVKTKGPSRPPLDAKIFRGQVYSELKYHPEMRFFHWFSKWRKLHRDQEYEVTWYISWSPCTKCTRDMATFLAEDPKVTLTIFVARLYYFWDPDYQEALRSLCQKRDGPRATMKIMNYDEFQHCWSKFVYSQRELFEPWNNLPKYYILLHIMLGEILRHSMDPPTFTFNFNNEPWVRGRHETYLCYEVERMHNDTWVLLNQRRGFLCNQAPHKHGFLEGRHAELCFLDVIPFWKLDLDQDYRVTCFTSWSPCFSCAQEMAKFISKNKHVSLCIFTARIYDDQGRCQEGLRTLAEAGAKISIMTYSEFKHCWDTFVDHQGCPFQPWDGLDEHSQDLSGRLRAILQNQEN
# The depositor's hits bear a star. The order is random; overall some 4.6% were active at least once.
SMILES,A3A deaminase,mIAP act,TIM10 inh,tim10-1 inh,mIAP inh,beta cell repl,hIAP inh,NALP3 yeast inh,A3G deaminase
Cc1nn(CCCC(=O)NCCc2ccccc2)c(=O)c2nn(-c3ccccc3)c(C)c12,-4,0.94,12,21,6,0,-16,2,-4
CC(CNc1nc2ccc(Cl)cc2n2cnnc12)c1ccccc1 (stereo not drawn),-4,0.97,3,7,3,-5,-2,21,-6
CCOC(=O)c1c(C)[nH]c(C)c1C(=O)COc1ncnc2cc([N+](=O)[O-])ccc12,-1,0.87,12,8,13,-4,-18,13,-4
O=C(NNC(=O)c1cccs1)c1ccc(Cl)c(S(=O)(=O)N2CCCC2)c1,1,0.72,7,2,28,-2,-46,13,-4
Cc1c(C(=O)O)c(=O)n(-c2ccccc2)n1-c1ccccc1,1,1,7,-5,-4,-3,2,-3,-2
COc1ccc(OC)c(/C=N/Nc2cc(C)nc(N3CCOCC3)n2)c1,-1,0.96,26,24,4,-2,9,25,-3
COc1cccc(-c2nc(CS(=O)(=O)CC(=O)NCCCN3CCOCC3)c(C)o2)c1,0,0.95,-10,12,5,2,0,2,-4
COc1ccc(CN(C)C(=O)C(Cc2ccccc2)NC(=O)c2ccccc2)cc1F (stereo not drawn),-1,0.97,10,20,3,0,1,18,-9
Cn1c(N)c(C(=O)COC(=O)c2ccc3c(c2)C(=O)N(c2ccc(Cl)cc2)C3=O)c(=O)n(C)c1=O,1,0.93,3,21,8,0,-6,11,1
CCOCCc1nnc(NC(=O)C2CC(=O)N(c3ccc(OCC)cc3)C2)s1 (stereo not drawn),-2,1,-17,4,-2,0,-8,3,-2
CCOc1ccc(N(CC(=O)N2CCOCC2)S(=O)(=O)c2ccc(SC)cc2)cc1,-2,1,9,-6,-3,0,-4,12,-6
CCc1ccc(NC(=O)CCc2c(C)nn(-c3ccc(N4CCCCC4)nn3)c2C)cc1,-1,1,13,24,-3,-4,-16,25,-3
CCc1cccc(C)c1NC(=O)COn1nnc2ccc(C(F)(F)F)cc21,5,1,22,23,-3,-3,9,18,-9
COc1cc(/C=C2\C(=O)N(c3ccc(NC(C)=O)cc3)N=C2c2ccccc2)ccc1O,1,0.7,14,15,30,-3,37*,-30,6
COc1ccccc1NC(=O)NCCCN1CCN(c2cccc(Cl)c2)CC1,-2,1.8,5,0,-76,-7,4,6,-9
CCOC(=O)CCC(=O)Nc1ccc(S(=O)(=O)N2CCCC2)cc1,1,0.96,15,11,4,-1,-1,11,-1
O=C1CCc2cc(S(=O)(=O)N3CCC(C(=O)NC4CCCCCCC4)CC3)ccc2N1,-3,1.1,3,-16,-15,-3,-12,-12,-9
CC(=O)c1ccc(C(=O)N2CCCC(N3CCN(c4ccc(F)cc4)CC3)C2)s1 (stereo not drawn),-1,0.91,-13,14,9,0,-12,5,-5
CC(=O)Nc1ccc(NC(=O)C(C)OC(=O)C2CCN(S(=O)(=O)c3cccs3)CC2)cc1 (stereo not drawn),-4,1,15,10,-5,-1,-14,2,9
CCOc1ccccc1-c1nc(CN2CCC(C(=O)N3CCOCC3)CC2)c(C)o1,0,0.94,11,8,6,-3,4,8,-5
Cc1ccc(C)n1-c1cccc(N)c1,-2,0.96,4,8,4,0,13,-1,1
O=C(CN1C(=O)c2ccccc2S1(=O)=O)c1ccc(F)cc1,5,1,-4,9,-4,0,-15,11,5
COCCCNC(=O)c1ccc2c(c1)ncn2-c1ccc(C)cc1C,1,1.1,1,29,-9,2,-9,24,-5
CC(=O)CCc1c[nH]c2c(C(=O)O)cccc12,2,1,-12,-6,-2,-1,14,14,-3
NC(=S)NNC(=O)c1cc(C(F)(F)F)cc(C(F)(F)F)c1,-4,0.95,-9,-4,5,-1,-26,20,-8

# The closing 3 records of the section above open the next one:
SMILES,A3A deaminase,mIAP act,TIM10 inh,tim10-1 inh,mIAP inh,beta cell repl,hIAP inh,NALP3 yeast inh,A3G deaminase
COCCCNC(=O)c1ccc2c(c1)ncn2-c1ccc(C)cc1C,1,1.1,1,29,-9,2,-9,24,-5
CC(=O)CCc1c[nH]c2c(C(=O)O)cccc12,2,1,-12,-6,-2,-1,14,14,-3
NC(=S)NNC(=O)c1cc(C(F)(F)F)cc(C(F)(F)F)c1,-4,0.95,-9,-4,5,-1,-26,20,-8
COc1cc(=O)[nH]c(SC(C)C(=O)Nc2nc3c(s2)CCCC3)n1 (stereo not drawn),-4,0.99,4,-8,1,3,11,11,-18
CCN(CC)C(=O)C1CCCN(Cc2sccc2C)C1 (stereo not drawn),-3,1,-11,-12,-3,-3,-16,3,-4
CS(=O)(=O)c1ccc(Cl)c(C(=O)Nc2ccc3nc(N4CCOCC4)sc3c2)c1,0,0.93,12,9,7,-3,5,11,-5
CCOc1ccc(-c2c(C#N)c(N)nc3c2c(=O)n(C)c(=O)n3C)cc1OC,2,1,6,11,-2,-1,3,2,-1
CC1=C(C(=O)Nc2ccccc2F)C(c2cccs2)C2=C(CCCC2=O)N1 (stereo not drawn),0,1,0,11,0,0,5,13,-8
Nc1ncccc1OCc1ccc(Cl)c(Cl)c1,-1,0.98,-8,-34,2,-2,25,24,-8
Cc1ccc(O)c(NC(=O)CSc2ccc(Cl)cc2)c1,-2,1.1,5,0,-6,-1,6,17,-6
CCOC(=O)N1CCC(Nc2c(NCCN3CCN(c4ccccc4F)CC3)c(=O)c2=O)CC1,-3,1.1,-4,8,-8,0,0,21,-5
CN(C(=O)CSc1nnnn1-c1ccc(O)cc1)C1CCS(=O)(=O)C1 (stereo not drawn),-2,1,-9,-12,-4,0,2,11,-6
O=C(COc1ccc(Br)cc1)N/N=C1/SCC(=O)N1Cc1ccccc1,3,0.96,8,21,4,0,2,8,-2
Cc1cc2cc(C=O)c(Cl)nc2cc1C,1,0.95,44*,34,5,-5,-9,31,-2
C=CCNC(=O)c1onc(CSc2ccc(F)c(F)c2)c1C(=O)NCC=C,1,1.1,-1,20,-5,-4,17,21,0
Cc1ccc(C(=O)c2cn[nH]c2-c2ccccc2O)cc1,10,1,3,15,-5,-3,-80,3,5
CSc1nc2ccc(NC(=O)c3ccco3)cc2s1,3,0.99,-38,-71,1,-3,1,51*,-1
O=C(NCCCn1ccnc1)C(=O)NCC1OCCN1S(=O)(=O)c1ccccc1 (stereo not drawn),0,0.92,1,13,8,-1,21,9,-5
Cc1c(NC(=O)C(C)OC(=O)CCc2c[nH]c3ccccc23)c(=O)n(-c2ccccc2)n1C (stereo not drawn),10,1,4,-2,-5,12*,6,4,-7
Cc1ccc(OCC(=O)OCC(=O)c2c(N)n(C)c(=O)n(C)c2=O)cc1C,-1,1.1,-4,19,-11,1,-4,2,-9
CCOC(=O)c1c(C)[nH]c(N=Nc2ccccc2Cl)c1C,9,0.82,21,24,18,-7,10,36,7
O=C(CCS(=O)(=O)c1cccc2nonc12)N1CC(=O)N(CCc2ccccc2)C(=O)C1,1,0.92,2,12,8,0,1,-3,-4
CCCC(=O)Nc1ccc(NC(=O)c2cc3ccccc3o2)c(OC)c1,-6,1,-1,-3,0,0,-31,26,-8
CCCOC(=O)c1[nH]c2c(c1C)C(=O)CC(c1cc(OC)c(OC)c(OC)c1)C2 (stereo not drawn),-1,0.91,12,20,9,-7,8,0,0
CN(Cc1ccccc1)C(=O)c1ccc(NC(=O)C2=CSCCO2)cc1,-2,1.1,14,24,-8,0,-14,3,-3
O=C(O)CCCSCC(=O)Nc1ccccc1,-4,0.92,-1,4,8,-2,8,12,-8
O=C(NCC1CCCO1)C1CC(=O)N(C2CCCC2)C1 (stereo not drawn),6,1,-10,1,-1,1,19,3,-6
COc1cc(/C=C2/SC(=S)N(CC(=O)Nc3nc4ccccc4s3)C2=O)cc(OC)c1OC,-4,0.87,-11,16,13,-3,-4,19,-10

# New compounds follow
SMILES,A3A deaminase,mIAP act,TIM10 inh,tim10-1 inh,mIAP inh,beta cell repl,hIAP inh,NALP3 yeast inh,A3G deaminase
COc1cccc(C(=O)C2CCCN(C(=O)c3cccc(C#CC(C)(C)O)c3)C2)c1 (stereo not drawn),-2,1,-11,14,-1,-2,-4,-15,-9
Cc1ccc(CCNC(=O)C2CCCN2S(=O)(=O)c2ccc3c(c2)CCC(=O)N3)cc1 (stereo not drawn),-4,0.97,-2,9,3,0,16,8,-8
COc1cc(C(=O)OC2CCCCC2=O)cc(OC)c1C (stereo not drawn),4,0.96,18,23,4,-4,8,35,2
C[C@H](CO)N1C[C@H](C)[C@@H](CN(C)Cc2ccc(Oc3ccccc3)cc2)Oc2c(NS(=O)(=O)c3cn(C)cn3)cccc2C1=O,27,1.1,8,5,-10,-2,8,10,-3
Cc1ccc(NC(=O)CCc2c(C)nn(-c3ccc(N4CCCCC4)nn3)c2C)cc1C,2,1.2,1,17,-19,-5,-10,14,3
O=S(=O)(c1cccc2cccnc12)N1CCCc2ccccc21,2,0.93,-8,-17,7,2,5,4,-4
Cc1nn(-c2ccccc2)c(C)c1NC(=O)COC(=O)CCOc1ccccc1,0,1.1,6,24,-8,1,-6,13,7
Cc1ccn2c(Nc3ccccc3)c(-c3ccccn3)nc2c1,0,0.96,19,-16,4,-6,-12,33,-5
COc1ccc(-c2cc(-c3n[nH]c(=S)n3-c3cc(OC)ccc3OC)[nH]n2)cc1,-3,0.98,6,-1,2,0,-16,11,-1
CCC1(c2ccccc2)NC(=O)N(CC(=O)NC2CCCCCC2)C1=O (stereo not drawn),-4,1,1,10,-5,-4,5,-20,-8
FC(F)(F)c1cc(-c2ccco2)nc2ncnn12,2,1.1,-3,-4,-11,-2,-5,-15,0
CCCCNS(=O)(=O)c1ccc(NS(=O)(=O)c2c(C)cc(C)cc2C)cc1,-1,1,-5,33,-3,-4,-7,19,-6
Cc1ccc(CN(CC(=O)N/N=C/c2ccco2)S(=O)(=O)c2ccc(C)cc2)cc1,-3,0.94,13,29,6,-2,-3,5,-4
COc1ccc(CN(C)C(=O)c2ccc(NS(=O)(=O)c3ccc(C)c([N+](=O)[O-])c3)cc2)c(OC)c1OC,3,1,-4,5,-1,-2,14,24,0
COCCn1c(SCc2cccnc2)nnc1-c1c[nH]c2ccccc12,-4,1.1,-3,23,-9,-3,2,-4,-7
Cc1ccc(Cn2c(NC(=O)c3ccco3)nc3ccccc32)cc1,0,1.2,-7,0,-15,-5,10,5,-2
COc1ccc(S(=O)(=O)N(C)C)cc1NC(=O)COC(=O)C1CC1,3,1.1,11,-9,-5,0,0,-7,-4
COc1ccc(C(=O)c2coc3ccc(O)c(CN(C)C)c23)cc1,-3,0.99,10,1,1,1,14,13,-6
COc1ccc(C(=O)Nc2c(C)csc2C(=O)O)cc1,-3,0.97,0,-5,3,1,8,5,-4
CSc1ccccc1NC(=O)C1=CC(c2cccs2)=NS(=O)(=O)N1C,-2,0.92,10,20,8,6,18,17,-3
CC1CCCN(C(=O)CSc2cnc3ccccc3n2)C1 (stereo not drawn),2,0.99,13,11,1,2,-4,13,-1
Cc1nc2cc(F)ccc2n1C1CCN(S(=O)(=O)c2ccccc2)CC1,-4,0.99,25,25,1,3,6,-11,-5
Cc1ccc(C)c(NC(=O)C2CC3CCC2C3)c1 (stereo not drawn),2,0.9,18,-1,10,-3,-10,8,-6
O=C(C1=C[C@@H](C2CCCCC2)C[C@@H](OCc2ccc(CO)cc2)O1)N1CCOCC1,-3,1.1,4,14,-9,-1,1,10,-10
Cc1cccc(-n2nc3c(c2NC(=O)c2ccco2)CSC3)c1C,34,0.73,7,28,27,-5,7,17,12
